Screening data from PubChem.
PfHsp90 set2: growth inhibition of PfHsp90-expressing yeast, primary screen, antimalarial PfHsp90 inhibitor project, S. cerevisiae, BacTiter-Glo luminescence, single point, set 2 | BacTiter-Glo ATP, 48 h; yeast lacking PDR1 and PDR3 efflux regulators | inhibition, % at 9.4 µM | 310,000 tested, 0.32% active;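 active = every replicate shows inhibition above about 80%, whatever the replicate mean, limit read from the data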;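 note: 0% = DMSO neutral controls and 100% = 20 µM radicicol positive controls; yeast relying on Plasmodium falciparum Hsp90 in place of its own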
SR-BI uptake up: activators of SR-BI mediated DiI-HDL uptake, primary screen, ldlA[mSR-BI] CHO cells, DiI fluorescence; 3 h; 100 = double the neutral-control signal; activation, % at 12.5 µM; 320,000 tested, 0.096% active; AID 504775, 2011;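 active = mean replicate activation of at least 60% and every replicate at or above 60%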;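 note: 0% = median plate neutral-control signal and 100% = twice that signal; values of inactives mirror those of a sister screen read the other way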
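material = CHO ldlA[mSR-BI] cells | medium = Ham's F12 with 0.5% BSA, HEPES 25 mM, pH 7.4 | reagent = fluorescent DiI-HDL, 10 µg/mL final | compound dosing = single-point compound dose | incubation = 3 h, 37 °C | measured by = bottom-read fluorescence, 550/595 nm | measure = HDL uptake via cellular fluorescence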
SR-BI HDL uptake: inhibitors of SR-BI mediated HDL lipid uptake, primary screen, ldlA[mSR-BI] cells, fluorescence, single point. Scavenger receptor class B member 1 (Mus musculus), Q61009. ldlA[mSR-BI] CHO cells, DiI-HDL uptake fluorescence, 3 h. inhibition, % at 12.5 µM. 320,000 tested, 0.96% active;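 active = mean replicate inhibition of at least 70% and a set share of replicates each scoring 70 or more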;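 note: 0% = median of neutral control wells and 100% = median of positive control wells; values of inactives mirror those of a sister screen read the other way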
Target sequence (Q61009 whole entry, looked up): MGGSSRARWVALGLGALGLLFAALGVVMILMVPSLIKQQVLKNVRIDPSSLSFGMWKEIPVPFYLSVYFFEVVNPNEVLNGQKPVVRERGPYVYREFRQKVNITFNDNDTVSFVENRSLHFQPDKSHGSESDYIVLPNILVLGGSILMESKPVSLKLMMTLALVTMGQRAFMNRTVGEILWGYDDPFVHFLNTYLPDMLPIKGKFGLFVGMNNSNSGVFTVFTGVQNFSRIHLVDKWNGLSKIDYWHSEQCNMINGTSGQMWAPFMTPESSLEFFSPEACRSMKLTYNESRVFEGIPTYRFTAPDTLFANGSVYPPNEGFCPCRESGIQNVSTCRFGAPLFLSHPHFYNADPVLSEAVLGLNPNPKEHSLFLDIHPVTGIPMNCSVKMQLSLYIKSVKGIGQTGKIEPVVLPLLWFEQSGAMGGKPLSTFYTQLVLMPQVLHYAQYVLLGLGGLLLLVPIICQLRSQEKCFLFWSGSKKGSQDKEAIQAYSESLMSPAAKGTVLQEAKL
PvdQ inh: P. aeruginosa PvdQ acylase inhibitors, primary screen, biochemical, fluorescence, plate reader and imaging, single point | 340,000 tested, 0.063% active | purified PvdQ acylase | inhibition, % at 10 µM | AID 488965, 2010 | PvdQ acylase [Pseudomonas aeruginosa LESB58]; in the data active = inhibition above about 30%, passing the limit was not always enough;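 note: 0% = vehicle neutral wells and 100% = reference inhibitor wells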
CAL PDZ FP-1: untagged CAL PDZ binding inhibitors, primary screen, biochemical, fluorescence polarization, HTS; AID 602252, 2012; purified CAL PDZ, TMR-peptide fluorescence polarization, 1 h; 300,000 tested, 0.92% active; inhibition, % at 24.9 µM;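 active = mean inhibition of at least 30% with at least half of replicates also reaching 30%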;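 note: 0% = DMSO neutral control and 100% = excess unlabeled competitor peptide PRC23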
CAL PDZ FP-2: CAL PDZ peptide-binding inhibitors, primary screen, biochemical, fluorescence polarization, Cer-tagged CAL PDZ, HTS; Golgi-associated PDZ and coiled-coil motif-containing protein (Homo sapiens), Q9HD26; purified CAL PDZ, TMR-peptide fluorescence polarization, 1 h; inhibition, % at 20 µM; 330,000 tested, 0.02% active; AID 504414, 2011;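 active = highest replicate inhibition of at least 40%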;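 note: plate controls were DMSO neutral control wells for no effect and unlabeled competitor peptide control wells for full effect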
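Control set: unlabelled peptide and DMSO controls / Material: purified CerCALP PDZ construct / Timing: 1 h incubation at room temperature before polarization reading / Doses: 20 µM, one dose / Detection: fluorescence polarization (mP)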
NSD2 inh: NSD2 histone methyltransferase inhibitors, primary screen, biochemical, AlphaScreen, single concentration, set 2; Histone-lysine N-methyltransferase NSD2 (Homo sapiens), O96028; NSD2 peptide methylation, 120 min; inhibition, % at 12.5 µM; 310,000 tested, 0.54% active; in the data active = inhibition above about 50%
MITF TRPM1 HTS: activators of MITF-driven TRPM1 promoter reporter, primary screen, cell-based, SK-MEL-5, luciferase, single point; SK-MEL-5 TRPM1-promoter luciferase, 24 h; % of positive control, neutral wells = 0; activation, % at 12.5 µM; 300,000 tested, 0.75% active; AID 588334, 2011;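 active = mean activation of at least 80% with every replicate also reaching 80%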;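 note: 0% = neutral control wells and 100% = parthenolide positive control wells; values of inactives mirror those of a sister screen read the other way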
dFosB activator: activators of delta FosB homodimer, primary screen, biochemical, fluorescence polarization, TAMRA-CDK5 oligo, single point. Protein FosB (Mus musculus), P13346. purified delta FosB; percent of positive-control signal above neutral wells. 340,000 tested, 0.99% active. AID 493131, 2011. activation, % at 25 µM;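 active = mean activation above about 17%, with every replicate also reaching it, limit read from the data, passing the limit was not always enough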;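 note: fluorescence polarization rise as delta FosB binds a TAMRA Cdk5 AP-1 oligo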
Target sequence (P13346 whole entry, looked up): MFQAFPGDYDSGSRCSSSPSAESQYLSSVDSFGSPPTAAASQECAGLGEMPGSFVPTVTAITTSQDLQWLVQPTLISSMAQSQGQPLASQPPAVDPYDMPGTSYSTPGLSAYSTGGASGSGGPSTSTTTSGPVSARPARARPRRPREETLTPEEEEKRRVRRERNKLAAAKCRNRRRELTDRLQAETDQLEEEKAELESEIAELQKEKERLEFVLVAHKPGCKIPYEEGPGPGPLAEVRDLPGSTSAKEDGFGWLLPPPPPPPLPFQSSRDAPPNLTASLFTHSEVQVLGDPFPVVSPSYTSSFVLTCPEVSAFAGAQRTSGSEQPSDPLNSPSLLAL
Rtt109 HAT inh: inhibitors of C. albicans Rtt109/Vps75 HAT, primary screen, biochemical, ThioGlo CoA-SH fluorescence, plate reader | inhibition, % at 34.9 µM | purified Rtt109/Vps75, 4 h | 330,000 tested, 0.16% active | AID 540336, 2011 | Histone acetyltransferase RTT109 (Candida albicans (strain SC5314 / ATCC MYA-2876)), …;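 active = inhibition of at least 50% in every replicate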
Numbers without * were called inactive; nt = not tested or not shown.

Sample of the layout:
SMILES | PfHsp90 set2 | SR-BI uptake up | SR-BI HDL uptake | PvdQ inh | CAL PDZ FP-1 | CAL PDZ FP-2 | NSD2 inh | MITF TRPM1 HTS | dFosB activator | Rtt109 HAT inh
CC(C)C(NC(=O)c1ccccc1NC(=O)c1ccccc1)C(=O)NCCCn1ccnc1 (stereo unspecified) | -9 | -3 | 3 | 6 | -5 | -2.9 | 1 | 7 | -18 | 8
COC(=O)c1ccc(NC(=O)C(=O)N2CCN(C(=S)Nc3ccc(OC)cc3)CC2)cc1 | -5 | -26 | 26 | 14 | 2 | 0.8 | -2 | 6 | 4 | 14
CC1(CCC(=O)N2CCCC(N3CCN(c4cccc(C(F)(F)F)c4)CC3)C2)CC1 (stereo unspecified) | -11 | -61 | 61 | -10 | -3 | -2.7 | 5 | -13 | -19 | -11

Results, repeating the preview:
SMILES | PfHsp90 set2 | SR-BI uptake up | SR-BI HDL uptake | PvdQ inh | CAL PDZ FP-1 | CAL PDZ FP-2 | NSD2 inh | MITF TRPM1 HTS | dFosB activator | Rtt109 HAT inh
CC(C)C(NC(=O)c1ccccc1NC(=O)c1ccccc1)C(=O)NCCCn1ccnc1 (stereo unspecified) | -9 | -3 | 3 | 6 | -5 | -2.9 | 1 | 7 | -18 | 8
COC(=O)c1ccc(NC(=O)C(=O)N2CCN(C(=S)Nc3ccc(OC)cc3)CC2)cc1 | -5 | -26 | 26 | 14 | 2 | 0.8 | -2 | 6 | 4 | 14
CC1(CCC(=O)N2CCCC(N3CCN(c4cccc(C(F)(F)F)c4)CC3)C2)CC1 (stereo unspecified) | -11 | -61 | 61 | -10 | -3 | -2.7 | 5 | -13 | -19 | -11
Cc1cccc(Nc2nc(-c3ccccc3)c(C(=O)Nc3cccnc3)s2)c1 | -32 | -68 | 68 | -5 | -3 | -3.4 | 0 | 18 | 3 | 4
COc1ccc(C2=C(C)C(N3CCN(C(=O)c4ccco4)CC3)=NS2(=O)=O)cc1 | 17 | -2 | 2 | -5 | 1 | -0.6 | 1 | 0 | 11 | -5
CN(C)c1nc(Nc2ccc(Cl)c(Cl)c2)nc(N(C)C)n1 | -1 | -41 | 41 | -8 | -2 | -0.5 | -4 | nt | 13 | 6
CCC(CC)C(=O)c1c[nH]c(C(=O)NCCCn2ccnc2)c1 | nt | -12 | 12 | -6 | -6 | -0.2 | -1 | -11 | -2 | -7
CN(C(=O)CSc1ncnc2scc(-c3ccccc3)c12)C1CCS(=O)(=O)C1 (stereo unspecified) | -27 | 18 | -18 | -6 | nt | -1.6 | 0 | -21 | -17 | 0
COC(=O)c1c(C(=O)NCc2ccccc2)ncn1CC(O)COc1ccccc1 (stereo unspecified) | -7 | -6 | 6 | -20 | 0 | -0.3 | 1 | 9 | -3 | 3
C#CC[N+]1(CC#Cc2cccc3ccccc23)CCOCC1 | 20 | 33 | -33 | -12 | 0 | -0.6 | -3 | -8 | 0 | -2
CCCCC1CCC(C(=O)NCc2ccc3c(c2)OCO3)CC1 (stereo unspecified) | -7 | 27 | -27 | 12 | 2 | -0.9 | nt | 3 | -1 | 8
COc1ccc(C(c2nnnn2C2CCCC2)N2CCC(C)CC2)c(OC)c1 (stereo unspecified) | -22 | -41 | 41 | -4 | -4 | -0.1 | 17 | -7 | -4 | -2
COc1ccc(CNc2nc(-c3ccccc3)nc3ccccc23)cc1OC | 9 | 42 | -42 | -13 | 8 | -0.6 | -3 | 2 | 1 | 7
CCn1c(SCC(=O)Nc2ccc(C)cc2)nc2nc3c(cc2c1=O)COC(C)(C)C3 | 7 | -6 | 6 | 27 | 0 | -3.4 | -2 | -10 | -3 | nt
COc1ccc(Cl)cc1NS(=O)(=O)c1c(C)[nH]c(=O)[nH]c1=O | -5 | -5 | 5 | -7 | -2 | -0.1 | 1 | 10 | -1 | -4
O=C(c1cnc2n(c1=O)CCS2)N(c1ccccc1)C1CCCCC1 | 2 | 10 | -10 | -3 | -3 | nt | -1 | -5 | -10 | 8
Cc1cc2nc(C3CCN(Cc4nnnn4Cc4ccccc4)CC3)[nH]c2cc1C | 29 | -14 | 14 | -9 | -3 | -5.0 | -3 | -28 | -1 | nt
CCCOc1ccc(OCCOCCN2CCc3ccccc3C2)cc1 | nt | 20 | -20 | -2 | -1 | -0.2 | 4 | nt | 6 | nt
CC(=O)Nc1ccc(S(=O)(=O)Nc2ccc(Cl)nn2)cc1 | -4 | -14 | 14 | 1 | 3 | -0.8 | -3 | -5 | -3 | 6
COc1ccccc1C(=O)NC(=O)COC(=O)CNC(=O)c1ccccc1F | 19 | 22 | -22 | 5 | 0 | 0.6 | 0 | -4 | -2 | -1
O=C(Nc1ccc2c(c1)CN(Cc1ccc(CO)o1)CC2)c1ccc(C(F)(F)F)cc1 | -3 | -54 | 54 | -3 | -2 | -2.2 | -1 | -11 | -9 | 0
C[C@H](NC(=O)c1nc[nH]c1C(=O)N1CCc2ccccc2C1)C(=O)OC(C)(C)C | 16 | 15 | -15 | -25 | -3 | -0.3 | nt | -3 | -1 | 1
O=C(c1ccc(N2CCOCC2)cc1[N+](=O)[O-])N1CCOCC1 | 20 | 25 | -25 | -2 | 5 | 0.2 | nt | -1 | 1 | -8
CC(C)OCC(O)CS(=O)Cc1ccccc1 (stereo unspecified) | -6 | nt | nt | 8 | 5 | -0.9 | 1 | -9 | 1 | 5
Cc1sc2ncnc(N[C@@H](Cc3ccccc3)C(=O)O)c2c1C | 6 | 6 | -6 | 0 | -5 | -2.6 | -4 | 3 | -2 | 4
Cc1oc(-c2cc(F)ccc2F)nc1CN1CCN(c2ncnc3ccccc23)CC1 | -18 | -20 | 20 | -8 | nt | -1.1 | 3 | -18 | -19 | 12
CC(C)(C)c1ccc(OCC(=O)Nc2ccc3c4c(cccc24)C(=O)NC3=O)cc1 | -8 | -27 | 27 | -7 | nt | -0.9 | 1 | 3 | 12 | -3
Cc1cccc(OCCCc2c(C)n[nH]c2C)c1 | 13 | 10 | -10 | -3 | nt | -2.7 | -23 | 10 | -4 | 0
c1ccc(-c2cc3c(N4CCN(c5ncccn5)CC4)ncnc3s2)cc1 | 15 | -22 | 22 | -2 | -3 | -0.1 | 6 | -11 | -2 | -3
O=C(CSc1ccc(Cl)cc1)N1CCN(c2ccc([N+](=O)[O-])cc2Cl)CC1 | 18 | -54 | 54 | 2 | -1 | -1.5 | 1 | 0 | -16 | -1
Cc1ccc(CN(C)C(=O)CN2C(=O)NC3(CCCC3)C2=O)o1 | 18 | 24 | -24 | 7 | nt | -1.4 | -2 | 3 | -5 | 7
COC(=O)C1=C(C(=O)OC)[C@@H]2N(C)c3ccc(OC)cc3[C@@]23C[C@@H](C(=O)OC)N(C(=O)c2ccc(Br)cc2)C3=N1 | 42 | -1 | 1 | 8 | -1 | 0.7 | nt | -1 | -6 | -10
Cc1cc(CNC(=O)c2cc(COc3c(F)cccc3F)on2)nn1C | 8 | 44 | -44 | -2 | 0 | -1.2 | 0 | -3 | -18 | -2
Cc1nc2c3ccccc3nc(NNC(=O)CCC(=O)NC3CCCC3)n2n1 | 15 | 6 | -6 | -9 | -7 | -2.5 | 1 | -4 | 0 | -2
Cc1cc(C)cc(N(C(=O)c2sc(C)nc2C)C(C(=O)NC(C)(C)C)c2ccncc2)c1 (stereo unspecified) | -11 | -5 | 5 | -6 | nt | 0.2 | -1 | -6 | -5 | -5
O=C(NCc1ccco1)c1cc2cc(Br)ccc2o1 | 14 | nt | -19 | -2 | nt | -2.5 | 0 | 47 | -2 | 2
CC(C)CNS(=O)(=O)c1ccc(OCC(=O)Nc2ccc(F)cc2F)cc1 | 23 | -29 | 29 | -6 | nt | -0.3 | -1 | -7 | -8 | 3
C#Cc1ccc([C@H]2C=C(C(=O)N3CCN(Cc4ccccc4)CC3)O[C@@H](OCC)[C@@H]2CCCO)cc1 | -1 | 2 | -2 | -5 | 0 | -0.6 | nt | 22 | -5 | -5
Cc1ccc(-c2nn(C)c(=O)c3ccccc23)cc1S(=O)(=O)NCCN1CCOCC1 | 12 | -1 | 1 | -13 | -4 | -1.3 | 0 | 8 | -9 | 3
COc1ccccc1C(=O)NCCN=C1NS(=O)(=O)c2ccccc21 | 8 | nt | nt | -14 | nt | -1.2 | 4 | 7 | 2 | -5

Record cards, from the list above. Order of values: PfHsp90 set2, SR-BI uptake up, SR-BI HDL uptake, PvdQ inh, CAL PDZ FP-1, CAL PDZ FP-2, NSD2 inh, MITF TRPM1 HTS, dFosB activator, Rtt109 HAT inh
`COc1ccccc1C(=O)NCCN=C1NS(=O)(=O)c2ccccc21` is listed as 8, nt, nt, -14, nt, -1.2, 4, 7, 2, -5
`C#Cc1ccc([C@H]2C=C(C(=O)N3CCN(Cc4ccccc4)CC3)O[C@@H](OCC)[C@@H]2CCCO)cc1` is listed as -1, 2, -2, -5, 0, -0.6, nt, 22, -5, -5
`COC(=O)C1=C(C(=O)OC)[C@@H]2N(C)c3ccc(OC)cc3[C@@]23C[C@@H](C(=O)OC)N(C(=O)c2ccc(Br)cc2)C3=N1` is listed as 42, -1, 1, 8, -1, 0.7, nt, -1, -6, -10
`Cc1ccc(CN(C)C(=O)CN2C(=O)NC3(CCCC3)C2=O)o1` is listed as 18, 24, -24, 7, nt, -1.4, -2, 3, -5, 7
`Cc1nc2c3ccccc3nc(NNC(=O)CCC(=O)NC3CCCC3)n2n1` is listed as 15, 6, -6, -9, -7, -2.5, 1, -4, 0, -2

Continued:
SMILES | PfHsp90 set2 | SR-BI uptake up | SR-BI HDL uptake | PvdQ inh | CAL PDZ FP-1 | CAL PDZ FP-2 | NSD2 inh | MITF TRPM1 HTS | dFosB activator | Rtt109 HAT inh
CCc1ccc(NC(=S)Nc2cccc3cnccc23)cc1 | nt | -15 | 15 | -8 | -1 | -2.0 | 98* | 7 | -4 | 13
CCN(CC)S(=O)(=O)c1ccc2[nH]c(=O)cc(C(=O)Nc3ccccc3N3CCOCC3)c2c1 | -2 | 10 | -10 | -15 | -5 | -1.1 | -1 | 0 | 4 | -4
CCOC(=O)CC1COCCN1Cc1cn[nH]c1-c1cc(OC)c(OC)c(OC)c1 (stereo unspecified) | 4 | nt | nt | -14 | -7 | -1.5 | nt | -12 | -2 | -3
Brc1ccc(-c2ncc(-c3ccccc3)cn2)cc1 | 2 | 17 | -17 | -16 | -17 | -0.6 | 0 | 33 | 6 | -1

An unsorted share of the library (roughly 4.3% active in at least one column).
